p-CIP stab down: p/CIP protein destabilization | AID 1984 | decrease of EGFP signal, % at 10 µM | F442A p/CIP-EGFP cells, EGFP fluorescence, 16 h | 290,000 tested, 0.01% active | Q05BA5;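 active = EGFP signal decrease of at least 30% at 10 µM or well 3 SD below plate mean, unless failing retest; inactive = the rest, including hits failing retest or dose response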; also: some compounds called inactive have numbers as strong as hits; many of its hits are not listed in these tables
GalR3 antagonist: antagonists of human GalR3; HEK293 GalR3-CNG cAMP membrane potential fluorescence; galR3 body fused to GalR1 C-terminus; O60755; 360,000 tested, 0.44% active; inhibition, % at 3 µM;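 active = inhibition above the screen-wide average plus 3 SD, cut at about 13% in these data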;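 also: forskolin and galanin both at EC90 stimulate the cells; cAMP rise reported by CNG channel membrane potential dye signal; 0% = forskolin plus galanin with DMSO and 100% = forskolin alone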
MEKK3 PB1 HTS: modulators (inhibitors or enhancers) of MEK5 binding to human MEKK3 PB1 domain. Q99759. bead-based flow cytometry, Alexa488-MEK5 binding to MEKK3; actives lie on both sides; 0 = blocked by unlabeled MEK5, 100 = vehicle. binding response (% of control), % at 10 µM. 290,000 tested, 1.4% active;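 active = binding response more than 3 SD above or below the average of its plate-row segment, actives on both sides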;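 also: Alexa488 bead fluorescence after subtracting the streptavidin-only scavenger bead signal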
IDE cell inh: inhibitors of human insulin-degrading enzyme in cells. P14735. HEK cells, FAbetaB cleavage, fluorescence polarization. inhibition, % at 5.59 µM. 320,000 tested, 0.41% active;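 active = percent inhibition above the average of all tested compounds plus 3 SD, set per screening campaign, cut at about 16% in these data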;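 also: IDE supplied by intact live HEK cells; FP after avidin binding of uncleaved biotin substrate so inhibition keeps polarization high; 0% = DMSO wells and 100% = 60 µM reference IDE inhibitor Ii1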
Target sequence (P14735 whole entry, looked up): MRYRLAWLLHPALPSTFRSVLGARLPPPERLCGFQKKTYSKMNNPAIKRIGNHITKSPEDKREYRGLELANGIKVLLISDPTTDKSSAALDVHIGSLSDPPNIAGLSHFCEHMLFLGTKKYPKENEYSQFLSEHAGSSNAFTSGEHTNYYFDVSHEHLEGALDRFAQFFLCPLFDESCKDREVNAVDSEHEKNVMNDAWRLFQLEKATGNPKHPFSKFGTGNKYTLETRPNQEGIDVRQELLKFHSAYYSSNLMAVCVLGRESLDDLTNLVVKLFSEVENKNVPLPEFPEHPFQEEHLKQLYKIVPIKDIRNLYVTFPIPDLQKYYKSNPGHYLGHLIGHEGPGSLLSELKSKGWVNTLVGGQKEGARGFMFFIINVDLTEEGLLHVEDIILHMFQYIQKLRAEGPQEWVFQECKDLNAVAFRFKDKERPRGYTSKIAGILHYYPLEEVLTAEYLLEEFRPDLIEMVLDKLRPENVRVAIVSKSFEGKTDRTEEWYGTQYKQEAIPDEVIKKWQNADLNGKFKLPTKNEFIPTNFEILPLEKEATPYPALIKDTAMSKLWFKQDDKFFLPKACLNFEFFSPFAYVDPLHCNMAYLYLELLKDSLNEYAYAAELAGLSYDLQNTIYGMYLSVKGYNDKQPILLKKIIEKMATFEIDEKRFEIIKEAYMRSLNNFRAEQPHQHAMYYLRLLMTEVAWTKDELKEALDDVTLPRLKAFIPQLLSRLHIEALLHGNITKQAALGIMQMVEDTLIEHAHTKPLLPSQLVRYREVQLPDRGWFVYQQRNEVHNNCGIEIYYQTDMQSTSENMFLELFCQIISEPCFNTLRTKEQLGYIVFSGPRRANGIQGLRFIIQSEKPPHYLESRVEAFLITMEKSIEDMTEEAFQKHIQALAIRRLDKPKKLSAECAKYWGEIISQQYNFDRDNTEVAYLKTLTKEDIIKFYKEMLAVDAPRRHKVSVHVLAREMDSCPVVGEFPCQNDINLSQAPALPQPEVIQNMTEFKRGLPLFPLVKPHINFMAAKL
CRFR2-BP ag: agonists of human CRF-binding protein/CRF-R2 receptor complex. HEK293 CRF-R2/CRF-BP, calcium dye fluorescence (FLIPR); percent of saturating CRF peptide response. activation, % at 13.2 µM. 350,000 tested, 0.46% active. AID 588473;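 active = activation of at least 50%, plus an integration ratio under a set limit after plate pattern correction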;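 also: plate controls were neutral control wells without compound for no effect and CRF at EC100 for full effect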
M4 PAM: CHRM4 positive allosteric modulation | CHO-K1 hM4/Gqi5, Fluo-8 calcium fluorescence, ACh EC20; 0% = ACh EC20, 100% = maximal ACh | activation, % at 3 µM | 360,000 tested, 0.4% active | AID 624126;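 active = activation above its plate's cutoff, the mean activation of sample wells plus 3 SD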; also: some results filed as inactive read as strong as hits
CRFBP-R2 block: CRF-BP/CRF-R2 complex antagonism | inhibition, % at 11.8 µM | 350,000 tested, 0.59% active | HEK293 CRF-R2/CRF-BP, CRF-induced calcium fluorescence;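 active = inhibition of the ligand-induced calcium signal above about 50% at the single tested concentration, limit read from the data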
IDE cell activ: IDE (human) activation, cell-based; P14735; 340,000 tested, 0.073% active; HEK cells, FAbeta-B cleavage, fluorescence polarization; 0% vehicle, 100% cell-free pure enzyme wells; AID 493087; activation, % at 5.96 µM;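 active = activation above the mean of all tested compounds plus 3 SD, set per screening campaign, cut at about 17% in these data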
PHOSPHO1 inh: PHOSPHO1 (human) inhibition | Q8TCT1 | recombinant PHOSPHO1, absorbance phosphatase assay | inhibition, % at 13.3 µM | 290,000 tested, 1.1% active | AID 1565; in the data active = inhibition above about 60%
An asterisk follows results filed as active; / = no result given.

SMILES	p-CIP stab down	GalR3 antagonist	MEKK3 PB1 HTS	IDE cell inh	CRFR2-BP ag	M4 PAM	CRFBP-R2 block	IDE cell activ	PHOSPHO1 inh
Cc1nn(CC(=O)NC2CC2)c(C)c1S(=O)(=O)N(C)C	/	-4	/	/	-0.2	0	1	/	/
CCOC(=O)c1sc(=NC(=O)c2ccccc2Br)n(C)c1C	-3	0	100	2	-0.5	4	11	4	22
Cc1ccc(-c2cc(C(=O)OCC(=O)NC3CC3)c3ccccc3n2)cc1	/	-6	/	-8	0.6	3	-2	3	/
COCCN(C(=O)c1csnn1)C(C(=O)NC1CCCCC1)c1ccccc1F (stereo unspecified)	-1	-6	102	7	-1.5	-3	13	4	-18
CCOc1ccc(OCC)c(N=c2oc3c(C)ncc(CO)c3cc2C(N)=O)c1	6	-5	/	3	-4.6	-3	-38	-3	4
COc1cc(/C=N/n2c(-c3ccccc3)n[nH]c2=S)cc(OC)c1OC	-9	-1	79	-1	-0.8	1	-4	4	20
O=C(O)CSCc1nc2scc(-c3ccccc3)c2c(=O)[nH]1	0	-4	104	5	-0.6	0	0	6	28
O=C(Nc1ccc([N+](=O)[O-])cc1)Nn1cnnc1	-5	0	102	-7	-0.7	2	12	3	32
COc1cccc(/C=N/n2c(N)c(S(=O)(=O)c3cccs3)c3nc4ccccc4nc32)c1OC	2	-4	104	3	-4.2	9	-20	10	18
CCOC(=O)Nc1cccc(OCC(=O)Nc2ccc3c(c2)CCC3)c1	/	-6	/	0	-0.6	-10	3	1	/
CCCn1ncc(C(=O)N(C)C2CCCN(Cc3ccccc3F)C2)c1C (stereo unspecified)	-4	-7	104	1	-2.4	-4	4	4	36
O=C(Nc1ccccc1)c1ccc(=O)[nH]n1	2	-10	104	-2	0.3	1	4	0	20
Cc1cc(OCC(=O)NC2CC2)c2c(C)c(C)c(=O)oc2c1	-7	-7	100	0	-0.5	-4	-3	-2	18
CCn1c(C)nc2cc(-c3nnc(-c4c(-c5ccccc5)noc4C)o3)ccc21	-2	-2	91	2	-0.6	-14	-16	1	-6
CCOC(=O)N1CCN(C(c2ccc(C)cc2)c2sc3nc(C)nn3c2O)CC1 (stereo unspecified)	-3	/	94	9	-2.8	1	10	-2	18
Cc1cccc2c(C(=O)O)cc(-c3cccnc3)nc12	8	3	89	-3	1.4	0	11	3	9
CCOc1c(Nc2ccccc2O)c(=O)c1=O	0	-3	102	0	-0.7	-33	5	5	-12
CC(CC(=O)Nc1cccc(S(=O)(=O)N2CCCCC2)c1)c1ccccc1 (stereo unspecified)	/	-4	/	3	-1.1	-2	3	5	/
O=c1c(/C=N/N2CCOCC2)c(C(F)(F)F)[nH]n1-c1ccccc1	-12	-2	95	3	-0.8	-6	10	-1	24
COC(=O)c1cn(NC(=O)Cc2ccccc2OC)c(=O)c2ccccc12	4	-1	110	4	-1.1	17	-10	3	32
CCOc1ccc(-n2c(SCC(N)=O)nc3c([nH]c4ccccc43)c2=O)cc1	-8	0	101	4	-2.8	3	7	-2	44
CC(=O)NC(Cc1ccccc1C)C(=O)NC1CCN(c2ncccc2[N+](=O)[O-])CC1 (stereo unspecified)	-21	2	101	-2	/	/	/	/	-12
COc1cc(NS(=O)(=O)c2ccc(NC(=S)NC(=O)c3ccco3)cc2)nc(OC)n1	-2	-5	51	-4	-1.9	-3	-3	2	19
CCOc1ccc(N(CC(=O)NC2CCCC2)C(=O)CCC(=O)Nc2nc(C)cs2)cc1	-8	-8	104	2	8.8	-3	-4	-1	6
NNC(=O)c1nnsc1-c1csnn1	/	2	/	/	-4.2	0	-13	-1	/

(continued)
SMILES	p-CIP stab down	GalR3 antagonist	MEKK3 PB1 HTS	IDE cell inh	CRFR2-BP ag	M4 PAM	CRFBP-R2 block	IDE cell activ	PHOSPHO1 inh
CCN1CC(CN(C)Cc2nc(-c3cccs3)no2)CC1=O (stereo unspecified)	-2	-7	101	6	2.5	2	-14	2	24
O=C(/C=C/c1ccc(F)cc1)NCC1(c2ccccc2)CCOCC1	-10	0	90	2	0.0	13	-6	-1	-10
O=C(N/N=C/C(Cl)=C/c1ccccc1)c1ccccn1	10	1	104	-6	-0.6	-3	6	-3	-16
CN1CCN(C(=O)/C(=C/c2ccco2)NC(=O)c2ccccc2)CC1	3	-8	100	1	0.6	7	-4	1	22
C=CCNc1nc(Cl)nc(Nc2ccc(OC)cc2)n1	-1	-7	99	1	-6.1	0	-3	4	15
COc1ccc(/C=N/NC(=O)COc2ccc(Cl)cc2Cl)cc1Cn1nc(C)cc1C	-7	-8	107	-1	-1.3	11	-23	3	-12
CC(C)(/C=N/NC(=O)CSCc1ccccc1Cl)CCC#N	-7	-1	95	-1	-1.5	2	-4	5	-8
Cc1noc(C)c1S(=O)(=O)Nc1ccc(C(=O)N2CCc3ccccc3C2)cc1	-8	3	101	1	-0.4	-1	-5	4	47
COc1ccc(N2CCN(C(CNS(=O)(=O)c3cccs3)c3cccnc3)CC2)cc1 (stereo unspecified)	-11	/	103	-4	-0.6	-11	-3	1	18
CCc1[nH]nc(C(=O)N2CCCC(C(=O)c3cccc(OC(C)C)c3)C2)c1C (stereo unspecified)	-19	-8	105	3	-0.9	-6	-9	1	7
Nc1c(Cl)cc(-c2[nH]c3cc(C(=O)NCCO)ccc3c(=O)c2O)cc1Cl	-11	-4	90	0	24	-2	-5	5	-19
Cc1ccc(NC(=O)CSCC(=O)OC(C)C(=O)Nc2ccccc2C)cc1 (stereo unspecified)	/	-2	/	/	0.3	-5	-21	-4	/
O=C(NCc1cccnc1)c1ccccc1NS(=O)(=O)c1ccc(Br)cc1	/	-5	/	6	1.2	9	2	4	/
CCOC(=O)N1CCN(C(=O)/C=C/c2ccc(OC)cc2)CC1	7	0	105	4	-3.5	2	23	2	8
CC(C)c1nc(SCC(=O)Nc2cccc(C(F)(F)F)c2)c2c(=O)n(C)c(=O)n(C)c2n1	3	/	102	5	-4.2	-4	-28	-2	-12
COc1ccc(NC(=O)c2cc(CC(C)C)nc3ccccc23)cc1	-8	-1	107	-5	-3.2	-1	7	1	24
Cc1nnc(SCC(=O)OC2CC(C)CCC2C(C)C)[nH]c1=O (stereo unspecified)	-11	-3	109	3	0.1	15	4	4	13
CCCC(=O)Nc1ccc(S(=O)(=O)Nc2cc(OC)nc(OC)n2)cc1	-3	-10	103	/	-1.9	-3	14	3	19
CCn1c(CCNC(=O)c2ccc(Cl)cc2)n[nH]c1=S	-7	-3	102	4	-0.9	7	-5	1	-29
COc1cccc(OC)c1OCCN1CCN(C(=O)c2ccco2)CC1	-7	-1	98	0	-0.6	0	6	0	16
COc1ccc2c(c1)sc1nc(-c3ccccc3)cn12	-10	3	108	8	-2.0	6	10	-6	-11
CN(CCO)c1cc(N2CCN(C(=O)c3ccco3)CC2)c2nonc2c1[N+](=O)[O-]	-2	-3	97	-2	-2.1	0	17	1	-1
C=CCN(c1ccc(C(=O)Nc2cccc(C)c2)cc1)S(C)(=O)=O	-5	-6	95	6	-3.0	-6	1	-3	42
O=C(OCN1C(=O)c2ccccc2C1=O)c1cccc(OC(F)F)c1	-5	-2	105	-8	0.4	0	-5	1	18
Cc1cc(OC(C)C(=O)NCc2ccncc2)c2c(C)cc(=O)oc2c1 (stereo unspecified)	-8	2	101	8	-0.5	-14	-1	-3	6

Remaining list, next part
SMILES	p-CIP stab down	GalR3 antagonist	MEKK3 PB1 HTS	IDE cell inh	CRFR2-BP ag	M4 PAM	CRFBP-R2 block	IDE cell activ	PHOSPHO1 inh
C=CCOc1ccc(C2C(C(=O)c3ccco3)=C(O)C(=O)N2Cc2cccnc2)cc1 (stereo unspecified)	-14	-1	98	-3	0.3	-4	-7	-4	13
COc1ccc(OC)c(C2CC(=O)N3CN(c4cccc(Cl)c4C)CSC3=C2C#N)c1 (stereo unspecified)	0	/	100	5	1.1	-4	-3	-36	93*
CCC(CC)C(=O)Nc1cc([N+](=O)[O-])ccc1F	0	0	102	1	-1.7	2	22	-4	2
Cc1cc2cc(C)c3nnc(SCc4ccccn4)n3c2cc1C	-13	0	117	7	-1.0	-2	-4	1	-28
CC1(C)CC(=O)C(C=NCc2ccccn2)=C(O)C1	-9	8	97	-5	3.2	4	5	0	5
CCC(C)C(NC(=O)c1ccccc1NC(=O)c1ccco1)C(=O)O (stereo unspecified)	-6	-5	72	0	-1.8	5	1	4	16
COc1ccc(C(=O)N(Cc2ccco2)C(C(=O)NC2CCCC2)c2ccc(O)cc2)cc1OC (stereo unspecified)	-10	-2	59	8	0.7	-13	-6	3	24
O=C1c2ccccc2C(O)(c2ccccc2)N1c1ccc([N+](=O)[O-])cc1Cl (stereo unspecified)	/	-3	/	/	-4.0	-2	19	1	/
O=C(Nc1ccc(F)cc1)N1CCN(C(=O)C2CCCO2)CC1 (stereo unspecified)	17	1	100	2	1.4	-4	7	3	37
C/C=C/CSc1nc2c(c(=O)[nH]c(=O)n2C)n1Cc1ccc(C)cc1	12	/	100	-1	1.8	-10	-36	2	58
CC(C(=O)Nc1cccc([N+](=O)[O-])c1)n1nnc2ccccc21 (stereo unspecified)	-1	-6	97	3	0.3	7	-30	4	42
CN(c1ncc(C(F)(F)F)cc1Cl)N1C(=O)C2ONC3(C(=O)CC(C)(C)CC3=O)C2C1=O (stereo unspecified)	-9	-8	111	-2	-0.9	2	10	-1	-26
Cc1ccc(-c2nc(SCC(=O)N(C)c3c(N)n(Cc4ccccc4)c(=O)[nH]c3=O)n[nH]2)cc1	-5	1	96	-1	1.3	4	-3	-1	19
COC(=O)c1oc2ccc(Br)cc2c1NC(=O)CCN1CCOCC1	-2	-2	101	-2	0.5	5	-10	6	-10
Cc1cc(OC(=O)N2CCCCC2)cc(C)c1Cl	-26	-4	104	4	-0.2	9	-31	0	12
C[C@H](CO)N1C[C@H](C)[C@@H](CN(C)CC2CC2)OCc2cnnn2CCCC1=O	/	-8	/	/	6.8	-4	6	/	/
Clc1cccc(CON/C=N/c2ncnc3sccc23)c1	0	2	104	4	-0.3	2	-4	4	29
CCCc1ccc(Oc2cn[nH]c2-c2ccc(O)c(C)c2O)cc1	-11	2	123*	-2	-0.3	-1	-16	10	-6
CCOC(=O)N1CCN(CC(O)COc2ccc(C)c(C)c2)CC1 (stereo unspecified)	-6	-4	105	7	-2.7	-2	22	2	16
CCOc1ccccc1Nc1nc(-c2sc(NC(=O)c3ccccc3)nc2C)cs1	-6	/	104	10	/	/	/	/	88*
O=C1[C@H]2CCC=C[C@H]2[C@H](c2ccccc2Br)N1Cc1ccccc1	/	-5	/	/	-5.6	-7	-10	5	/
Cc1nc2ccc([N+](=O)[O-])cc2c(=O)n1Cc1ccc(Cl)cc1	-2	-7	103	7	0.7	-4	22	5	34
COc1ccccc1N1CCN(c2ccc3cc(S(=O)(=O)N4CCCCC4)ccc3n2)CC1	-3	7	102	5	3.3	-10	-6	-3	-4
O=C1Nc2ccccc2C(=O)N2CCCCC12 (stereo unspecified)	-10	-5	96	-4	-1.0	3	15	-1	20
CC(=O)Oc1ccccc1C(=O)Nc1ccccc1C(=O)N1CCCCC1	-12	-1	102	2	1.3	2	1	6	43

Single records, as listed above. Screens in order: p-CIP stab down | GalR3 antagonist | MEKK3 PB1 HTS | IDE cell inh | CRFR2-BP ag | M4 PAM | CRFBP-R2 block | IDE cell activ | PHOSPHO1 inh
`CCCc1ccc(Oc2cn[nH]c2-c2ccc(O)c(C)c2O)cc1` is listed with -11 | 2 | 123* | -2 | -0.3 | -1 | -16 | 10 | -6
`Clc1cccc(CON/C=N/c2ncnc3sccc23)c1` is listed with 0 | 2 | 104 | 4 | -0.3 | 2 | -4 | 4 | 29
